ARNT TACC3 PPI = disrupts binding between human ARNT and TACC3; Q9Y6A5; inhibition, % at 9.99 µM; AlphaScreen His-ARNT PAS-B/GST-TACC3 binding, luminescence; TACC3 fragment carries E629A point mutation; AID 623870; 390,000 tested, 0.66% active;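 active = mean inhibition of replicates at least 50% and at least half of replicates each reaching 50%; inconclusive = half or more replicates reach 50% but mean below 50%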;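 note: 0% = complete ARNT plus TACC3 wells and 100% = ARNT alone without TACC3; many hits fall short of the cut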
GSIS activator = primary screen for activators of insulin secretion dependent on glucose, INS-1E cells, GLuc reporter luminescence; INS-1E GLuc reporter insulin secretion, 2-3 h; 370,000 tested, 0.61% active; activation, % at 16.6 µM;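 active = lowest replicate activation of at least 40%, so every replicate reaches that level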;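 note: 0% = median of neutral control wells and 100% = median of IBMX positive control wells; some compounds called inactive have numbers as strong as hits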
ERp5 block = inhibitors of human ERp5. inhibition, % at 9.99 µM. AID 651711. Q15084. ERp5 insulin aggregation, absorbance 650 nm, 90 min. 350,000 tested, 0.05% active;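 active = mean replicate inhibition above about 25%, with every replicate also reaching it, limit read from the data, passing the limit was not always enough; inconclusive = only one of those two criteria met; inactive = neither criterion met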
Target sequence (Q15084 whole entry, looked up): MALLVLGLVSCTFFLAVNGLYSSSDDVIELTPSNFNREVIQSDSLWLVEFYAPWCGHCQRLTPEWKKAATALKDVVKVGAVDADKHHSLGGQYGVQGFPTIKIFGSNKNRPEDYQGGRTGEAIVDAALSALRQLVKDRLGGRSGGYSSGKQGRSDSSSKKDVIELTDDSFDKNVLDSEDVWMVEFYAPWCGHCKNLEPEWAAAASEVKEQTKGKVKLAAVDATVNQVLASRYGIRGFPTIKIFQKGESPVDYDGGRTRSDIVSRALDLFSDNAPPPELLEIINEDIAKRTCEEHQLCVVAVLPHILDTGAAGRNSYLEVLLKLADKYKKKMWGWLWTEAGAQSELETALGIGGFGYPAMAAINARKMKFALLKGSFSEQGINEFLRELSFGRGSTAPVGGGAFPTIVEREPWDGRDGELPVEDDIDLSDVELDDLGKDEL
DENV2 CPE = protects cells from dengue virus 2 cytopathic effect. DENV2-infected cells, cytopathic effect rescue, plate reader. CPE inhibition, % at 9.99 µM. 350,000 tested, 1.7% active; in the data active = CPE inhibition above about 20%, passing the limit was not always enough; inconclusive = no clear call, values can overlap the other calls; tested in BHK-21 cells;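 note: 0% = median of neutral control wells and 100% = median of positive control wells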
XiGFP reactiv = reactivates the inactive X chromosome in mouse fibroblasts; XiGFP mouse fibroblasts, % GFP-positive cells imaging, 3 d; cells co-treated with 5-aza-dC sensitizer; scaled so ellipticine positive control = 100%; 360,000 tested, 0.055% active; activation, % at 7.58 µM;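 active = mean normalized replicate activation at least 10% and every replicate at or above 10%; inconclusive = only one of the two criteria met; inactive = mean below 10% and not all replicates reach 10%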;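 note: 0% = median of on-plate neutral control wells and 100% = ellipticine 6 µM median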
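Schedule: 3 d treatment, 15 min room-temperature fixation; system: 68-5-11 XiGFP fibroblast line; buffer or medium: DMEM plus 5-aza-dC sensitizer; control set: ellipticine 6 µM positive control; compound: one concentration, pinned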
CFTR F508del cor = CFTR F508del correction in bronchial cells | activity (quench increase), % at 7.58 µM | CFBE cells, YFP halide quenching; stimulated with forskolin plus potentiator P3; % fluorescence drop versus neutral controls | 350,000 tested, 0.36% active;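 active = mean added fluorescence quench of at least 8% versus neutral control, with both replicates also reaching 8%; inconclusive = only one of the mean or replicate conditions met; inactive = mean below 8% and not both replicates reaching 8%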;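 note: cells transiently co-express mutant CFTR-F508del with the halide-sensitive YFP; corrector assay measuring rescue of mutant channel to the surface after 24 h compound exposure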
EWS-Fli block = blocks EWS/Fli oncoprotein-driven transcription | AID 651661 | 350,000 tested, 0.67% active | A673 NR0B1-luciferase reporter, viability-normalised | inhibition, % at 12.6 µM;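 active = mean inhibition of at least 50% after viability correction, with every replicate also passing that limit; inconclusive = mean reaches 50% but only one of two replicates passes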;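 note: firefly luciferase signal divided by Alamar Blue viability fluorescence both relative to DMSO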
PAX8 reporter = lowers PAX8-driven luciferase in RMG-I cells; RMG-I TPO-luciferase reporter, SteadyGlo, 24 h; inhibition, % at 12.6 µM; 360,000 tested, 1.2% active; AID 652154;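 active = mean replicate inhibition at least 60% with every replicate also reaching 60%; inconclusive = only one of the two criteria is met; inactive = mean below 60% and not all replicates reaching 60%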;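 note: luciferase light reporting Pax8 driven TPO promoter activity; plate controls were median of neutral control wells for no effect and mitoxantrone controls for full effect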
* marks the source's active call; other numbers are inactive results; ? = inconclusive; · = no result given.

SMILES | ARNT TACC3 PPI | GSIS activator | ERp5 block | DENV2 CPE | XiGFP reactiv | CFTR F508del cor | EWS-Fli block | PAX8 reporter
COc1ccc(NC2CCCN(C(=O)c3ccccc3C(F)(F)F)C2)cc1 (stereo not drawn) | 7.6 | -20.1 | -4.6 | 3.2 | 0.0 | 3.0 | · | -7.1
C[C@H](CO)N1C[C@H](C)[C@H](CN(C)S(=O)(=O)c2cn(C)cn2)OCCCC[C@H](C)Oc2ccc(NC(=O)c3ccncc3)cc2C1=O | -11.6 | 3.3 | 2.9 | 4.2 | 0.9 | 0.0 | -2.1 | -5.9
CC(C)c1cn(CC[C@@H]2CC[C@@H](NS(=O)(=O)Cc3ccccc3)[C@H](CO)O2)nn1 | -42.0 | 9.2 | 3.2 | -0.1 | -0.5 | -0.5 | -6.2 | -15.3
CCCCOc1ccc(C2C3CN(C(=O)OCC)CC=C3C(C#N)=C(N)C2(C#N)C#N)cc1OC (stereo not drawn) | -11.3 | -28.6 | -1.9 | 8.6 | · | -1.8 | 3.0 | ·
O=C(Nc1ccc(Cl)c(Cl)c1)N[C@@H]1CC[C@H](CCn2cc(C3CCCCC3)nn2)O[C@H]1CO | 35.9 | -35.9 | 1.0 | 10.6 | -0.6 | -0.9 | 25.2 | 113.2*
Cc1cc(C)n(CCNS(=O)(=O)c2ccc(Cl)cc2)n1 | · | 17.1 | 4.5 | 8.8 | 0.1 | 0.7 | · | 14.8
CC(=O)c1ccc(N2CCN(c3ccc(S(=O)(=O)NCCN(C)C)cc3[N+](=O)[O-])CC2)cc1 | -3.5 | -6.5 | ? | -0.7 | 0.0 | 0.6 | 15.7 | 9.7
CCOC(=O)N1CCN(C(=O)c2ccc(Cn3c(=S)[nH]c4cc(C(=O)OC)ccc4c3=O)cc2)CC1 | -21.5 | -4.1 | 1.2 | 10.0 | 0.2 | -0.3 | -0.6 | 2.3
O=C(O)c1ccccc1C(=O)Nc1cccc([N+](=O)[O-])c1 | · | -2.2 | -0.8 | 12.9 | 0.3 | -1.5 | -12.9 | -23.7
Cc1[nH]n(C(N)=S)c(=O)c1N=Nc1ccc(Cl)cc1Cl | · | -27.9 | -7.9 | 8.9 | 0.1 | 2.1 | -58.1 | -124.6
CCOc1ccc(/C=N/NC(=O)c2ccc(CSc3nc4ccccc4[nH]3)cc2)cc1 | · | -0.2 | 1.8 | · | 0.0 | -4.1 | -18.1 | 0.4
COc1ccc(C#Cc2ccc([C@@H]3[C@H](CO)N4C(=O)CN(C(=O)c5ccncc5)C[C@@H]34)cc2)cc1 | · | 21.0 | -0.8 | -4.6 | 0.2 | 0.9 | 6.3 | ·
O=C(C[C@@H]1CC[C@@H](NC(=O)Nc2ccccc2)[C@H](CO)O1)NCc1cccc(F)c1 | 2.2 | -2.6 | -5.6 | 5.3 | -0.2 | 1.9 | -1.9 | -9.8
C[C@H](CO)N1C[C@H](C)[C@@H](CN(C)S(=O)(=O)c2cn(C)cn2)Oc2ccc(NC(=O)Nc3cccc4ccccc34)cc2C1=O | -6.5 | 2.6 | 3.5 | 2.3 | 0.1 | -0.2 | 11.0 | ·
C[C@H]1CN([C@@H](C)CO)C(=O)c2cccc(NC(=O)C3CCCCC3)c2O[C@H]1CN(C)Cc1ccccc1 | 4.3 | -2.6 | -0.9 | -7.4 | 0.3 | 1.0 | 7.4 | 14.8
O=C(Cn1nnc2ccccc2c1=O)NCc1ccc(Cl)cc1 | -2.2 | -25.9 | -10.0 | 12.4 | 0.2 | -3.3 | -13.9 | -1.9
Cc1cccc(OCCc2c(C)[nH]c(=S)[nH]c2=O)c1 | -23.0 | 20.3 | -6.3 | -3.3 | 0.0 | 3.0 | -2.0 | -0.1
COc1ccccc1NC(=O)CSCC(N)=O | 7.0 | -0.9 | 8.0 | -3.3 | · | -1.7 | 4.5 | ·
COc1cc2oc(=O)ccc2cc1[C@H](O)[C@@H](O)C(C)(C)O | -0.9 | -11.9 | -1.2 | 19.6 | 0.4 | 3.5 | 0.8 | 3.0
COc1ccc(OCCCC(=O)ON=C(N)c2ccccc2Cl)cc1 | -5.2 | 5.4 | 0.9 | -8.9 | 2.0 | -5.0 | 4.2 | -11.9
O=C(NCC[C@H]1CC[C@@H](NC(=O)C2CCC2)[C@H](CO)O1)Nc1ccc(Cl)cc1 | -1.0 | -9.5 | -5.0 | 11.7 | 0.3 | 2.0 | -15.4 | 4.2
Cc1cc(C(=O)COc2ccc(Br)cc2F)c(C)n1C1CC1 | · | -48.5 | 2.5 | -6.1 | 0.3 | 3.3 | -66.5 | -55.0
Cc1cc2oc(=O)cc(-c3ccccc3)c2c(C)c1-c1ccc(N(C)C)cc1 | 2.6 | 22.8 | 2.0 | 0.9 | 0.0 | 4.9 | 2.1 | -12.5
COCCCC1CCN(C(=O)c2cc(COc3cc(C)ccc3C)on2)CC1 | -4.2 | -8.2 | -0.1 | -0.7 | 0.2 | 0.0 | · | -237.0
CC(C)(C)C(=O)Oc1ccc2cc(-c3ccc4ccccc4n3)c(=O)oc2c1 | 0.8 | 23.9 | 5.2 | -11.4 | -0.1 | -0.1 | -14.6 | 26.7
COc1ccc(-c2nnc(NC(=O)CSc3ccccc3)s2)cc1OC | 14.2 | 20.9 | 1.8 | · | 0.2 | · | 15.3 | -6.7
Cc1ccccc1-c1ccc([C@H]2[C@@H](CO)N3CCCCN(C(=O)Nc4cccc(F)c4)C[C@@H]23)cc1 | -6.7 | -24.3 | -0.8 | -11.5 | 0.0 | -0.6 | 11.0 | 23.4
CCN(C[C@H]1N[C@@](Cc2ccccc2)(C(=O)OC)[C@H]2C(=O)N(C)C(=O)[C@@H]12)C(=O)Nc1ccc(F)cc1 | -2.3 | · | -1.9 | 11.4 | -0.1 | 1.6 | 5.8 | -1.9
CCn1c(CCc2ccccc2)nc2ccccc21 | -3.3 | 17.0 | -1.7 | -6.0 | 0.2 | -3.0 | -39.9 | -11.1
COc1ccc2oc(C(=O)Nc3ccccn3)c(C)c2c1 | -4.0 | 35.2 | -11.5 | -3.1 | 0.3 | 1.5 | · | -160.4
CN1[C@@H]2CC[C@H]1CC(OC(=O)c1c[nH]c3ccccc13)C2 (stereo partly drawn) | -3.2 | · | 3.5 | 6.4 | 0.0 | 0.0 | 1.4 | -42.5
CC(C)NC(=O)N(C)C[C@@H]1Oc2ccc(NC(=O)c3ccncc3)cc2C(=O)N([C@@H](C)CO)C[C@H]1C | -4.3 | 0.6 | 0.3 | -4.4 | 0.2 | -1.0 | -0.7 | -4.4
CC(C)(C)c1ccc2cccc(F)c2n1 | · | -3.0 | 5.4 | -7.4 | 0.0 | 0.7 | 12.0 | 2.9
CCCSc1nc(-n2ncc(C#N)c2N)c2c3c(sc2n1)CCC(C)C3 (stereo not drawn) | -3.2 | 6.3 | -0.4 | -3.3 | · | -5.2 | 2.3 | ·
Cc1cc(C(=O)N/N=C2\CC(=O)CC(C)(C)C2)c(C)n1-c1ccccc1 | · | -2.8 | 1.9 | · | 0.4 | 0.8 | 3.9 | 27.3
Oc1ccc(Cl)cc1CNc1ccccn1 | 3.0 | -3.4 | -0.2 | -0.6 | 0.2 | -1.0 | -25.3 | -27.2
Cc1ccc(NC(=O)Cn2cc(S(=O)(=O)c3ccc(C)cc3)c(=O)c3cc(F)ccc32)cc1 | -4.8 | 6.7 | -2.6 | 11.5 | 0.1 | 0.1 | -33.2 | 15.0
C/C(=N/NC(=O)CNC(=O)Cc1ccccc1)c1ccc(Cl)cc1 | 5.5 | · | -17.8 | 6.8 | 0.0 | -1.0 | 0.0 | 10.1
O=C(NN=c1c(=O)c2ccccc2c1=O)c1ccccc1 | 11.3 | 4.9 | 32.5* | 0.6 | · | 2.4 | -5.8 | ·
COc1cc(NC(=S)N2CCN(c3ccccn3)CC2)cc(OC)c1 | 39.0 | 11.3 | · | · | 0.2 | · | · | -14.5

In the list so far, these have a cyano group.
SMILES | ARNT TACC3 PPI | GSIS activator | ERp5 block | DENV2 CPE | XiGFP reactiv | CFTR F508del cor | EWS-Fli block | PAX8 reporter
CCCCOc1ccc(C2C3CN(C(=O)OCC)CC=C3C(C#N)=C(N)C2(C#N)C#N)cc1OC (stereo not drawn) | -11.3 | -28.6 | -1.9 | 8.6 | · | -1.8 | 3.0 | ·
CCCSc1nc(-n2ncc(C#N)c2N)c2c3c(sc2n1)CCC(C)C3 (stereo not drawn) | -3.2 | 6.3 | -0.4 | -3.3 | · | -5.2 | 2.3 | ·

Other structures
SMILES | ARNT TACC3 PPI | GSIS activator | ERp5 block | DENV2 CPE | XiGFP reactiv | CFTR F508del cor | EWS-Fli block | PAX8 reporter
O=C(CNC(=O)Cc1ccccc1)N=Nc1c(O)[nH]c2ccccc12 | · | -3.2 | 4.9 | -4.0 | 0.1 | -1.2 | 12.7 | 5.5
C[C@@H]1CN([C@@H](C)CO)C(=O)c2cccc(NC(=O)c3nc4ccccc4s3)c2O[C@H]1CN(C)S(C)(=O)=O | -7.2 | -4.4 | -2.8 | -6.9 | -0.2 | -1.7 | 1.3 | ·
C[C@@H]1CN([C@H](C)CO)C(=O)Cc2cc(NC(=O)Cn3cnnn3)ccc2O[C@H]1CN(C)S(=O)(=O)c1ccc(F)cc1 | -3.1 | 22.0 | 14.7 | -1.8 | 0.0 | -1.4 | -10.1 | 0.7
CC(=O)Nc1ccc(NC(=O)CSc2nnc(-c3cc4ccccc4o3)n2C)cc1 | -6.3 | 28.5 | -4.5 | -4.8 | 0.2 | -1.1 | -20.2 | -7.3
O=S(=O)(c1ccc(Cl)cc1)N1CCN=C1SCc1cccc(Cl)c1 | -5.3 | -33.8 | 6.2 | -1.0 | 0.1 | · | 3.5 | 4.5
CC(C)NC(=O)Nc1ccc2c(c1)C(=O)N([C@@H](C)CO)C[C@H](C)[C@@H](CN(C)S(=O)(=O)c1ccc(Cl)cc1)OCCCC[C@H](C)O2 | 0.9 | -19.9 | -7.3 | -16.2 | -0.1 | -0.2 | 9.0 | -0.3
CCCNC(=O)c1cc2c(c(-c3cccc(-c4ccc(C#N)cc4)c3)n1)[C@@H](CCO)N(C(=O)CC)C2 | · | -10.5 | -1.8 | 5.0 | 0.0 | 1.1 | 1.3 | 1.1
C#CCN(C[C@H]1[C@H](OC(=O)NCc2ccc(OC)c(OC)c2)[C@H](OC(=O)NCc2ccc(OC)c(OC)c2)C[C@H]2C(=O)N(c3ccccc3)C(=O)[C@@H]12)S(=O)(=O)c1ccc(C)cc1 | · | 13.0 | -2.0 | -14.3 | 0.0 | 1.6 | -9.7 | -61.1
COCc1cc(N2CCN(c3ccccc3F)CC2)nc(-c2ccccc2)n1 | -14.8 | -4.8 | -2.6 | -1.5 | 0.0 | -1.3 | -8.2 | 8.0
Cc1cc(N/N=C\c2ccccc2)nc(-c2ccccc2O)n1 | 44.2 | 3.7 | · | · | 0.0 | · | · | -9.4
CCCNC(=O)C[C@H]1C[C@H]2c3cc(NC(=O)CN(C)C)ccc3O[C@H]2[C@@H](CO)O1 | -8.1 | 0.8 | · | -4.6 | -0.1 | -2.1 | -1.6 | -1.2
Cc1cc(C(=O)Nc2ccc(Br)cc2F)n(-c2ccccc2)n1 | -8.0 | · | -0.4 | 2.0 | 0.2 | -3.0 | 12.7 | 2.4
COc1ccc(C(=O)N/N=C\c2ccc(OC)c(COc3ccccc3Br)c2)c(OC)c1 | -6.4 | 13.3 | 11.6 | 10.7 | -0.1 | -2.1 | · | 15.4
